Assay outcomes: PubChem BioAssay, several laboratories
Kir21 inh: blocks the mouse Kir2.1 inward-rectifier potassium channel | P35561 | B-score at 10 µM | HEK293-Kir2.1, FluxOR thallium flux fluorescence; hits give low values | hit rate 0.85% among 310,000 | AID 1672;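 active = fluorescence ratio B-score at or below minus 3 SD of library scores, with starting-brightness B-score within 2 SD, cut at about -4.2 in these data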;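 also: channel flux triggered by added potassium and thallium sulfate stimulus; B-score of peak minus minimum fluorescence over baseline after thallium stimulus; more negative B-score means stronger Kir2.1 block with less thallium influx; some compounds called inactive have numbers as strong as hits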
STK33 kinase inh: blocks human STK33 kinase activity; purified STK33, MBP phosphorylation, ADP-Glo luminescence; inhibition, % at 10 µM; hit rate 0.073% among 320,000; AID 2661;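 active = inhibition at or above 25%, using the most active replicate where run in duplicate; inactive = inhibition below 25%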
KCNQ2 inh: KCNQ2 potassium channel inhibitors, primary screen, cell-based, CHO-K1, FluxOR thallium flux, B-score (AID 2156); O88943; 20 min; hits give low values; B-score at 10 µM; hit rate 1.1% among 310,000;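 active = fluorescence ratio B-score at most minus 3 library SDs, with starting brightness B-score within 2 library SDs, cut at about -5.5 in these data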
Target sequence (O88943 whole entry, looked up): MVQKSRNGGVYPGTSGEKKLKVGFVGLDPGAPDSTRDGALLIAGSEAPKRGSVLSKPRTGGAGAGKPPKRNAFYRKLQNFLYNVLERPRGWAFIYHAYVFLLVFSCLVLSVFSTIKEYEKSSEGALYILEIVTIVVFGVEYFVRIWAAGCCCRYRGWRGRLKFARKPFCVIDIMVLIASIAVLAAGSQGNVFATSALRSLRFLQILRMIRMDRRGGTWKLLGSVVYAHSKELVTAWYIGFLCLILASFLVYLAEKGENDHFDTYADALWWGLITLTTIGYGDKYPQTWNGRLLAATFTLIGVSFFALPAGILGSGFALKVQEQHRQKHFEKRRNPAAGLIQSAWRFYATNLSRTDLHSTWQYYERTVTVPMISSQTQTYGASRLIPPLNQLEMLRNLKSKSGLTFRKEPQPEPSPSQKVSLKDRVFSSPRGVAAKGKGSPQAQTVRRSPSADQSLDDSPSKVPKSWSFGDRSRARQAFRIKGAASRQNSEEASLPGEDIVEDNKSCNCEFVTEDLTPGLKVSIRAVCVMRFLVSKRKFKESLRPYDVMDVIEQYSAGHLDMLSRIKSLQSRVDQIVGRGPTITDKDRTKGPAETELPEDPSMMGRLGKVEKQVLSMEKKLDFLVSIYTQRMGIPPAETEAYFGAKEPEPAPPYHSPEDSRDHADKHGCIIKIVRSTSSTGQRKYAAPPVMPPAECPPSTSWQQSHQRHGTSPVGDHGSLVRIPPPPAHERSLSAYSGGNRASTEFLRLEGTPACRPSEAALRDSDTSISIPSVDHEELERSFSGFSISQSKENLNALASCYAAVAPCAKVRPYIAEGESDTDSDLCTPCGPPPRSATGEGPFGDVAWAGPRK
An asterisk follows results filed as active; i = inactive; . = no result given.

SMILES	Kir21 inh	STK33 kinase inh	KCNQ2 inh
CCNc1nc(NCC)nc(NS(=O)(=O)c2ccc(N)cc2)n1	0.14	-0.1	i
COCCn1c(SCc2nc3scc(-c4ccc(Cl)cc4)c3c(=O)[nH]2)nnc1-c1cccc(C)c1	0.37	-0.4	i
C=CCn1cnc2c(sc3nc(C)cc(C)c32)c1=O	-0.25	-0.3	i
Cc1ccc(-c2cnc(-c3ccccc3C(=O)O)o2)cc1	2.7	-0.1	i
Cc1cc(C)cc(N(C(=O)c2csnn2)C(C(=O)NC2CCCCC2)c2ccncc2)c1 (stereo not given)	-0.45	-0.5	i
O=C(N/N=C/c1ccsc1)c1cc2ccccc2o1	0.5	-1.1	i
NC(=S)N=Nc1c(O)n(CCCl)c2ccccc12	-0.56	-0.7	i
O=C(N/N=C/c1ccccc1Cl)C1CC1	1.2	-0.6	i
COCCNC(=O)NC(=O)COC(=O)C1(c2ccc(Cl)cc2)CC1	-0.09	0.1	i
CN1CCN(C(=O)C2CCN(S(=O)(=O)c3ccc(F)cc3)CC2)CC1	-1.1	-0.4	i
CCOC(=O)c1ccc(NC(=O)CSc2nnnn2C2CCCCC2)cc1	1.4	0.4	i
CCSC1=N/C(=C\c2ccccc2)C(=O)N1	-0.05	1.5	i

Next section (three carried over from the part before).
SMILES	Kir21 inh	STK33 kinase inh	KCNQ2 inh
CN1CCN(C(=O)C2CCN(S(=O)(=O)c3ccc(F)cc3)CC2)CC1	-1.1	-0.4	i
CCOC(=O)c1ccc(NC(=O)CSc2nnnn2C2CCCCC2)cc1	1.4	0.4	i
CCSC1=N/C(=C\c2ccccc2)C(=O)N1	-0.05	1.5	i
Cc1ccc(S(=O)(=O)N(C)CC(=O)N2CCCc3ccccc32)cc1	0.23	-2.6	i
CCN(CC)Cc1c(O)ccc2c([N+](=O)[O-])c(C)n(-c3ccc(OC)cc3)c12	-0.01	-0.5	i
COc1ccc(OC)c(S(=O)(=O)Nc2c(C)n(C)n(-c3ccccc3)c2=O)c1	-0.02	0.0	i
COc1cc(C(C)=O)ccc1OC(=O)C(C)N1C(=O)c2ccccc2C1=O (stereo not given)	0.24	0.3	i
CCOc1ccc(Nc2nc(N3CCCCC3)nc(N3CCCCC3)n2)cc1	-0.15	-0.7	i
CC(C)c1ccc(S(=O)(=O)N2CCC(C(=O)NCC3(N(C)C)CCCCC3)CC2)cc1	-1.1	0.3	i
O=C(c1cnn2c(C(F)F)cc(C3CC3)nc12)N1CCOCC1	0.84	-1.3	i
O=C(NCCc1c[nH]c2ccccc12)C(F)(F)F	1.5	-0.7	i
CCCC(c1nnnn1CC1CCCO1)N1CCN(c2nc3ccccc3s2)CC1 (stereo not given)	0.02	-1.4	i
CCN1CNC(=S)N(c2ccccc2C)C1	1.8	-0.8	i
Nn1c(SCc2ccc(F)cc2)nnc1-c1ccncc1	-0.06	-0.8	i
O=C(NCc1cccs1)C12CC3CC(CC(C3)C1)C2	-0.13	-1.5	i
O=C(O)CN1C(=O)/C(=C\C(Br)=C\c2ccccc2)SC1=S	-2.3	-3.7	i
COC(=O)C1=C(C)NC(C)=C(C(=O)OC)C1C(=O)OCC(=O)c1ccc(F)cc1	0.01	-0.5	i
Cc1ccc(-n2cc(CNCCN3CCOC3=O)c(-c3ccc(F)cc3)n2)cc1	-0.94	3.7	i
COC(=O)C1=C(C)NC(=O)C1(Nc1ccc(Cl)cn1)C(F)(F)F (stereo not given)	-2	0.3	i
CCOc1cc(/C=C/C(=O)c2ccc(C)cc2)ccc1OCC(=O)N(C)C	-0.41	3.7	i
CC(=O)N=Nc1[nH]c(N)c2ccccc12	1.3	0.7	i
COC(=O)C1(Cc2ccc(O)c(CC3OC3(C)C)c2)OC(=O)C(O)=C1c1ccc(O)cc1 (stereo not given)	-0.59	0.7	i
CSc1ccccc1NC(=O)c1c(C)noc1C	1.3	-1.4	i
CSCCC(NC(=O)c1ccccc1Cl)C(=O)OCC(=O)N1CCCC1=O (stereo not given)	-0.05	.	i
O=C(c1ccc(Cl)c(S(=O)(=O)N2CCCCCC2)c1)N1CCN(c2ccccc2O)CC1	0.46	-0.5	i
O=c1[nH]c(=O)c2nnc(N/N=C/c3ccccc3F)nc2[nH]1	-0.57	-2.3	i
CC1CCN(CCC(=O)Nc2ccc3c(c2)CCC3)CC1	-1	-0.1	i
O=C(CCCN1C(=O)c2cccnc2C1=O)Nc1ccc(Br)cc1	-1.2	-0.1	i
O=C(COc1ccc(S(=O)(=O)NCc2ccccc2)cc1)NCc1cccnc1	-2.1	.	i
COc1ccc(-c2nnc(SCC(=O)N/N=C/c3ccccc3C(=O)O)n2-c2ccccc2)cc1	1.4	.	i
CC(=O)Nc1ccc(OCC(O)CN2CCCCC2C)cc1 (stereo not given)	1.4	-1.6	i
COc1ccc(Cl)cc1NC(=O)Nc1ccccc1C(N)=O	0	0.4	i
Cc1nn(Cc2ccc([N+](=O)[O-])cc2)c(=O)n1-c1cccc(F)c1	-3.4	1.4	i
COc1ccc(CC(=O)NCc2ccccc2)cc1OC	0.05	-1.2	i
CCOC(=O)N1CCN(C(=O)CN(c2ccccc2OC)S(=O)(=O)c2ccc(C)cc2)CC1	-0.8	-1.9	i
COc1cc(C2C(C#N)=C(N)OC3=C2C(=O)CC(C)(C)C3)ccc1OC(=O)N1CCOCC1 (stereo not given)	2.5	0.2	i
O=C(CNC(=O)c1ccc(F)cc1)NCc1ccc(Cl)cc1	-1	0.1	i
O=c1c2c(nc3n1CCCCC3)sc1c(O)c(Br)ccc12	-2.6	0.3	i
Cc1cccc(C)c1OCCCN1CCCC1	0.12	-0.4	i
Oc1c(Br)cc(Cl)cc1C=Nc1ccccc1Br	-1.3	-0.6	i
Cc1cccc(CN2C[C@]34CC[C@@H](C[C@@H]3S2(=O)=O)O4)c1	2.1	-0.7	i
COC(=O)C1Sc2[nH]c(=O)sc2C(c2ccc(Cl)cc2)C1C(=O)OC (stereo not given)	-0.77	-0.8	i
COc1ccc(CCNC(=O)c2cc3cccc(OC)c3oc2=O)cc1OC	-1	-0.4	i
O=C(Nc1ccccc1)c1sc2cc(C(F)(F)F)cnc2c1-c1cccs1	0.56	-1.7	i
CCOc1ccc2oc(C(=O)N(C)CC(=O)Nc3ccc(OCC)c(OCC)c3)c(C)c2c1	-0.01	-0.4	i
CCOC(=O)/C(C#N)=C/Nc1ccccc1NS(=O)(=O)c1ccc(C)c(C)c1	0.07	-0.5	i
Fc1ccc2c(c1)C(c1ccncc1)=NNC(c1ccc(Br)cc1)=N2	-1.3	-1.2	i
O=C(O)CCCn1c(=O)c2cccn2c2ccc(F)cc21	1.9	-0.4	i
CC(=O)Nc1ccc(N/C=C/C(=O)c2ccc(Br)cc2)cc1	-0.73	-2.1	i
Cc1ccc(-n2cc3c(-c4cccc(Br)c4)nnc(C)c3n2)cc1	1.6	-0.3	i
COCCNC(=O)CSc1nc2ccccc2c2nc(C)nn12	0.97	-2.4	i

A draw from above in order of number of heavy atoms, falling:
SMILES	Kir21 inh	STK33 kinase inh	KCNQ2 inh
COc1ccc(-c2nnc(SCC(=O)N/N=C/c3ccccc3C(=O)O)n2-c2ccccc2)cc1	1.4	.	i
COc1cc(C2C(C#N)=C(N)OC3=C2C(=O)CC(C)(C)C3)ccc1OC(=O)N1CCOCC1 (stereo not given)	2.5	0.2	i
Cc1cc(C)cc(N(C(=O)c2csnn2)C(C(=O)NC2CCCCC2)c2ccncc2)c1 (stereo not given)	-0.45	-0.5	i
CC(C)c1ccc(S(=O)(=O)N2CCC(C(=O)NCC3(N(C)C)CCCCC3)CC2)cc1	-1.1	0.3	i
CCCC(c1nnnn1CC1CCCO1)N1CCN(c2nc3ccccc3s2)CC1 (stereo not given)	0.02	-1.4	i
COC(=O)C1=C(C)NC(C)=C(C(=O)OC)C1C(=O)OCC(=O)c1ccc(F)cc1	0.01	-0.5	i
COc1ccc(OC)c(S(=O)(=O)Nc2c(C)n(C)n(-c3ccccc3)c2=O)c1	-0.02	0.0	i
CCOC(=O)c1ccc(NC(=O)CSc2nnnn2C2CCCCC2)cc1	1.4	0.4	i
CN1CCN(C(=O)C2CCN(S(=O)(=O)c3ccc(F)cc3)CC2)CC1	-1.1	-0.4	i
Cc1nn(Cc2ccc([N+](=O)[O-])cc2)c(=O)n1-c1cccc(F)c1	-3.4	1.4	i
COC(=O)C1=C(C)NC(=O)C1(Nc1ccc(Cl)cn1)C(F)(F)F (stereo not given)	-2	0.3	i
COc1ccc(Cl)cc1NC(=O)Nc1ccccc1C(N)=O	0	0.4	i
COc1ccc(CC(=O)NCc2ccccc2)cc1OC	0.05	-1.2	i
Cc1cccc(CN2C[C@]34CC[C@@H](C[C@@H]3S2(=O)=O)O4)c1	2.1	-0.7	i
O=C(N/N=C/c1ccsc1)c1cc2ccccc2o1	0.5	-1.1	i
O=C(NCCc1c[nH]c2ccccc12)C(F)(F)F	1.5	-0.7	i
Cc1cccc(C)c1OCCCN1CCCC1	0.12	-0.4	i
CCN1CNC(=S)N(c2ccccc2C)C1	1.8	-0.8	i
O=C(N/N=C/c1ccccc1Cl)C1CC1	1.2	-0.6	i

Following part.
SMILES	Kir21 inh	STK33 kinase inh	KCNQ2 inh
O=C(c1cc2nc(-c3ccccc3)cc(C(F)(F)F)n2n1)N1CCN2CCCC2C1 (stereo not given)	1.3	-1.0	i
COc1ccc(OC)c(NC(=O)c2cc(-c3cc(C)ccc3O)n[nH]2)c1	1	-0.7	i
O=C(NCc1cccnc1)c1ccc(COc2cccc3ccccc23)o1	0.91	0.2	i
Cc1ccc(-c2ccc3nnc(SCC(=O)NCC4CCCO4)n3n2)cc1 (stereo not given)	1.2	-1.3	i
COc1ccc(C2=NNC(c3cccnc3)=Nc3ccccc32)cc1	-0.07	-0.1	i
O=C(NN1C(=O)c2ccccc2C1=O)C1C2CCCCC21 (stereo not given)	0.07	-1.5	i
COc1cc2ccccc2cc1C(=O)NC(=S)Nc1cccc(C(=O)O)c1C	1.3	1.5	i
N#Cc1nc(-c2cccs2)oc1NCc1ccc(Cl)cc1	1.5	-0.1	i
COc1cccc(NC(=O)C2CCN(S(=O)(=O)c3ccc4c(c3)CC(C)N4C(C)=O)CC2)c1 (stereo not given)	-0.96	-1.3	i
CCOC(=O)c1c(NC(=O)COC(=O)c2nc(Cl)ccc2Cl)sc(C(=O)N(C)C)c1C	0.99	-0.8	i
COc1ccc(C2C3=C(CCCC3=O)Nc3ccc4ncccc4c32)cc1OC (stereo not given)	-0.06	-1.3	i
Cc1c(C(=O)NCc2cccnc2)sc2nc(-c3ccc(F)cc3)cn12	-0.96	1.6	i
O=C(C1CCN(S(=O)(=O)c2cc(Cl)ccc2Cl)CC1)N1CCCC1	1.6	0.6	i
NC(=O)c1ccc(NC(=O)c2cccc3c2OCCCO3)cc1	0.34	-0.1	i
CC1(C)C(=O)Nc2ccccc2N1C(=O)COC(=O)COc1ccc(C#N)cc1	0.89	0.8	i
Cc1cc(C)c(OCC(=O)OCC(=O)N2CCc3ccccc3C2)c(C)c1	1.9	-3.7	i
CCOC(=O)C1=C(C)NC(=S)N(C(C)=O)C1c1ccc(Cl)cc1 (stereo not given)	0.01	0.1	i
COc1ccc(CN2CCCC(C(=O)c3ccc(Cl)cc3)C2)cc1Cn1cncn1 (stereo not given)	-3.1	-1.0	i
O=Cc1cn(-c2ccccc2)nc1-c1cccnc1	0.52	-1.0	i
O=C(CCC(=O)N1CCN(c2ccc(F)cc2)CC1)c1ccc(F)cc1	0.98	-1.0	i
CCc1nc(N=Nc2c(O)[nH]c3ccccc23)c2c3c(sc2n1)CCC3	-0.22	0.0	i
O=C(Nc1ccccc1Cl)N1CCN(c2ccccn2)CC1	0.39	0.6	i
Cc1cc(C)n2nc(SCc3ccccc3)nc2n1	0.12	-0.4	i
NS(=O)(=O)c1ccc(-c2ccc(C=NC3CCS(=O)(=O)C3)o2)cc1 (stereo not given)	-1.3	-1.1	i
Cc1cc(N2CCN(C(=O)c3cccs3)CC2)c(F)cc1[N+](=O)[O-]	0.07	1.1	i
CCN(CC(=O)Nc1cc(Cl)ccc1C)C(=O)CSCc1ccc(C)cc1	-4.5*	-1.1	i
CC(C)(C)n1nnnc1C(c1cccc(C(F)(F)F)c1)N1CCC(O)CC1 (stereo not given)	0.62	-0.3	i
CC(C)c1ccc(N(CC(=O)NCC2CCCO2)C(=O)CCC(=O)Nc2nccs2)cc1 (stereo not given)	-0.3	-0.5	i
